Source: PubChem
ERAP1 inh – ERAP1 (human) enzyme inhibition | recombinant ERAP1, Leu-AMC fluorescence, 60 min | inhibition, % at 10.7 µM | 0.15% of 340,000 active | AID 652197;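 active means mean replicate inhibition of at least 30%, or all replicates individually reaching that 30% level; inactive means mean below 30% and not every replicate reaching it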;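 further: 0% = neutral control wells and 100% = L-leucinethiol positive control wells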
Target sequence (Q9NZ08 whole entry, looked up): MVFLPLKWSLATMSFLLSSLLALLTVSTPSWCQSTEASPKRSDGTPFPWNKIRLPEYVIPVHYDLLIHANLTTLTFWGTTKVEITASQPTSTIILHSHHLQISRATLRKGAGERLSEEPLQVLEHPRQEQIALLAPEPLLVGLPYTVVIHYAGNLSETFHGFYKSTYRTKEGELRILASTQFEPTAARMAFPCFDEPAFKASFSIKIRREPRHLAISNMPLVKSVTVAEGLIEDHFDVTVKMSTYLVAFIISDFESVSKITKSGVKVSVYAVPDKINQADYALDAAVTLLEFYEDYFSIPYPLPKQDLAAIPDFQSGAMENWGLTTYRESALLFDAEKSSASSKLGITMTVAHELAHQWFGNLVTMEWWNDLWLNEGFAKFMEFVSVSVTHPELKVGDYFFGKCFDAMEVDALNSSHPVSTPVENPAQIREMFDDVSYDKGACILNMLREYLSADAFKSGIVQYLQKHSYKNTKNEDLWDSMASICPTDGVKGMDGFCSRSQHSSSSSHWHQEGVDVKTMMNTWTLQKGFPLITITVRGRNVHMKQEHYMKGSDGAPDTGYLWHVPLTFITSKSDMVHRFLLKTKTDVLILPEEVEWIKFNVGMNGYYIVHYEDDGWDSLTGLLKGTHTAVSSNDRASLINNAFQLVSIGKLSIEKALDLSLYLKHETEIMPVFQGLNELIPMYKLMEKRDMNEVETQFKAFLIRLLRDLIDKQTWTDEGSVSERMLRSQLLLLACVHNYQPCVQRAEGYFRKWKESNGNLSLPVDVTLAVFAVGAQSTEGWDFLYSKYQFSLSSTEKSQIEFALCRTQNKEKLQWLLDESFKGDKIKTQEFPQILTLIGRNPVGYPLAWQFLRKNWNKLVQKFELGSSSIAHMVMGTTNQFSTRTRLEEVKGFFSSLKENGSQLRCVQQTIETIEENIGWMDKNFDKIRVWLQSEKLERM
PglD DTNB – blocks C. jejuni PglD acetyltransferase activity; purified PglD enzyme, DTNB colorimetric CoA detection; inhibition, % at 12.5 µM; 0.098% of 360,000 active; in the data active means inhibition above about 16%, passing the limit was not always enough; inconclusive means no clear call, values can overlap the other calls; further: strong numbers were not always called active
PGC1a acetyl inh – modulators of PGC1a acetylation; U2OS PGC1a acetylation, AlphaScreen anti-acetyl-lysine; with virally co-expressed GCN5 acetyltransferase; inhibition, % at 15.6 µM; 0.17% of 350,000 active; AID 651687;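 active means every replicate shows inhibition of at least 40%; inconclusive means mean inhibition at least 40% but some replicate below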;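 further: 0% = neutral control wells and 100% = positive control wells; some results beyond the cut were filed as inactive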
PAX8 reporter – lowers PAX8-driven luciferase in RMG-I cells; RMG-I TPO-luciferase reporter, SteadyGlo, 24 h; inhibition, % at 12.6 µM; 1.2% of 360,000 active;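 active means mean replicate inhibition at least 60% with every replicate also reaching 60%; inconclusive means only one of the two criteria is met; inactive means mean below 60% and not all replicates reaching 60%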;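 further: luciferase light reporting Pax8 driven TPO promoter activity; plate controls were median of neutral control wells for no effect and mitoxantrone controls for full effect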
S100A4 inh HTS – inhibitors of human S100A4 binding to myosin IIA peptide; S100A4/TAMRA-MyoIIA peptide fluorescence polarization; inhibition, % at 10.7 µM; 0.14% of 360,000 active;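 active means mean inhibition of at least 70% across replicates, with every replicate also reaching that level; inconclusive means mean inhibition reaches 70% but some replicates fall short; inactive means mean inhibition below 70%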
Target sequence (P26447 whole entry, looked up): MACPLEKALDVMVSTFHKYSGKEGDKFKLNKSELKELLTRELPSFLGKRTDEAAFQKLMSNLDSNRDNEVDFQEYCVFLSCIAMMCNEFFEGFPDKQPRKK
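Material: S100A4 monomer protein / Buffer or medium: 50 mM HEPES pH 7.2, 10 mM CaCl2, 100 mM KCl / Times: 5 min incubation before reading / Benchmarks: neutral control DMSO, positive control TFP / Reagent: labelled myosin peptide probe, 5 nM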
EWS-Fli block – EWS/Fli transcriptional activity inhibition | A673 NR0B1-luciferase reporter, viability-normalised | inhibition, % at 12.6 µM | 0.67% of 350,000 active | AID 651661;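 active means mean inhibition of at least 50% after viability correction, with every replicate also passing that limit; inconclusive means mean reaches 50% but only one of two replicates passes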;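 further: firefly luciferase signal divided by Alamar Blue viability fluorescence both relative to DMSO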
LGR2 inh – blocks bursicon-induced cAMP signaling via Drosophila LGR2 | HEK293 LGR2, CRE-luciferase, bursicon-stimulated, 4 h | inhibition, % at 9.99 µM | 0.35% of 380,000 active;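 active means drop in luminescence signal, shown as inhibition above about 50% in the replicate tests, limit read from the data, passing the limit was not always enough; inconclusive means probably only some replicates passing the limit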;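 further: agonist challenge used bursicon conditioned medium at about half maximal strength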
FN deposit inh – fibronectin deposition inhibition | AH1F fibroblasts, Alexa488-fibronectin deposition fluorescence, overnight | inhibition, % at 12.6 µM | 0.086% of 350,000 active | AID 743247;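 active means mean inhibition across replicates of 30% or more, regardless of how many single replicates reach that level; inconclusive means mean under 30% yet at least half of replicates reach 30%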;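 further: positive control wells lacked labelled fibronectin entirely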
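Material – AH1F fibroblast monolayer, labelled fibronectin deposition · Reagent – labelled fibronectin 24 nM · Timing – 1 h adhesion, overnight exposure · Measured by – fluorescence at 485 nm excitation, 525 nm emission · Read-out – inhibition of fibronectin deposition signal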
The depositor's hits bear a star; ? = inconclusive; nt = not tested or not shown.

SMILES	ERAP1 inh	PglD DTNB	PGC1a acetyl inh	PAX8 reporter	S100A4 inh HTS	EWS-Fli block	LGR2 inh	FN deposit inh
Cc1ccc(C)c(CC(=O)N2CCCC(c3cc(C(=O)NCc4cccnc4)no3)C2)c1 (stereo unspecified)	-2	0	1	-16	-4	1	0	16
Cc1cc(Br)ccc1NC(=O)CN(C)C(=O)CSC(=S)N1CCCC1	-1	10	2	7	-1	3	11	-12
C[C@H]1CN([C@@H](C)CO)C(=O)c2cc(C#Cc3ccccn3)cnc2O[C@H]1CN(C)C(=O)CCN1CCCCC1	-2	0	2	nt	24	-15	-23	nt
COc1ccc(NC(=O)c2ccc(-c3c(C)noc3C)c3ccoc23)cn1	4	-1	-41	nt	13	-4	-7	5
O=S(=O)(c1ccc(N2CCCC2)cc1)C(F)(F)F	nt	2	17	nt	nt	nt	-10	1
Cc1ccsc1C(=O)N1CCN(S(=O)(=O)c2cccc(F)c2)CC1	-2	-4	nt	8	-1	0	8	-9
O=C(C[C@@H]1C=C[C@@H](NC(=O)C2CC2)[C@H](CO)O1)NC1CCC1	0	2	13	-7	-1	1	5	-19
CC(C)[C@H](NC(=O)[C@@H]1Cc2c([nH]c3ccccc23)C2c3ccccc3C(=O)N21)C(=O)N1CCC[C@H]1C(=O)O (stereo partly specified)	-7	1	-8	nt	3	0	nt	nt
Cn1c(CSc2nc3ccc(Br)cc3[nH]2)nc2ccccc21	-4	0	-5	nt	-1	0	-13	nt
C[C@@H]1CN([C@@H](C)CO)C(=O)Cc2cc(NC(=O)CCN3CCOCC3)ccc2O[C@@H]1CN(C)C(=O)Nc1cccc2ccccc12	0	0	-4	nt	-5	11	-11	-3
Cc1onc(-c2ccccc2)c1-c1ccc(S(N)(=O)=O)cc1	-1	-6	1	5	-13	1	-4	-3
CC(C)COc1cccc(C(=O)Nc2ccc(N3CCOCC3)cc2N2CCOCC2)c1	0	nt	nt	14	-1	2	-2	-1
O=C(NCC1CC1)C1(C(F)(F)F)C/C(=C\Cc2ccccc2)CCCO1 (stereo unspecified)	8	-1	nt	-2	3	-4	-5	-29
COC(=O)CSc1nc(N)c(C#N)c(-c2ccc(O)cc2)c1C#N	3	-4	5	26	-21	39	3	-8
CC1C2CC(C(CN(C)C)/C2=N/O)C1(C)C (stereo unspecified)	nt	5	0	nt	nt	nt	8	9
Cc1ccc(C(=O)N/C(=C/c2cccs2)C(=O)NCC2CCCO2)cc1 (stereo unspecified)	0	nt	-6	32	-2	-3	-12	0
CCC(NC(=O)Cc1c(C)c2ccc(OC)c(C)c2oc1=O)C(=O)NC(Cc1ccc(Cl)cc1)C(=O)O (stereo unspecified)	2	1	9	nt	-23	3	-19	nt
Cc1ccc(OCC(=O)O/N=C(\N)c2ccccn2)cc1C	-2	5	-7	-125	-5	-94	nt	1
Cn1c(Cc2cccs2)nnc1SCC(=O)N1CCCc2ccccc21	nt	2	2	7	nt	nt	nt	5
CCCCc1n(CC(=O)c2ccc(Cl)cc2)c2ccccc2[n+]1C	1	2	-1	31	-11	16	-4	10
CC(=O)N1CCN(C(=O)c2cc(=O)c3ccccc3o2)CC1	1	-5	-10	15	-7	-23	-9	2
O=C(Cc1cccs1)NCc1ccccc1	nt	-1	2	nt	nt	nt	-10	4
CC(C)NC(=O)N[C@H]1C=C[C@@H](CC(=O)N2CCCCC2)O[C@@H]1CO	-2	2	7	-2	-6	-6	-6	2
CC(=O)Oc1ccc(N2C(=O)c3cccc4c([N+](=O)[O-])ccc(c34)C2=O)cc1	0	7	22	44	0	66*	-2	3
CNC(=O)C[C@H]1CC[C@H]2[C@@H](COc3ccc(NC(=O)NCc4ccccc4)cc3C(=O)N2C)O1	nt	3	6	11	nt	3	23	-9
O=C(CN1CCCCCC1)Nc1cccc([N+](=O)[O-])c1	5	5	-7	-7	-3	4	-3	-12
Cc1ccc2nsnc2c1S(=O)(=O)N(Cc1ccco1)Cc1cc2cccc(C)c2[nH]c1=O	-4	nt	?	nt	-7	-11	28	nt
COC(=O)c1cc(C(=O)NCC2CCCCC2)cc([N+](=O)[O-])c1	3	4	-7	-4	1	9	-5	-1
Cc1nn(-c2ccccc2)nc1CNC(=O)C1CCC1	1	nt	1	-12	1	0	12	8
Cc1noc(C)c1S(=O)(=O)N(C)C[C@H]1Oc2ccc(NC(=O)Cc3ccccc3)cc2CC(=O)N([C@H](C)CO)C[C@@H]1C	nt	1	-3	-21	nt	5	18	nt
CC(=O)c1c(C(C)=O)c(C)n(Cc2ccc(Cl)cc2)c1C	nt	1	5	22	nt	nt	nt	3
O=C([C@H]1[C@H](CO)[C@H]2Cn3c(ccc(-c4ccccc4F)c3=O)[C@@H]1N2C(=O)C1CCC1)N1CCCCC1	8	2	nt	5	-36	-5	-2	nt
COc1ccc2c3c([nH]c2c1)[C@@H](CO)N(C(=O)Nc1c(C)noc1C)CC31CN(CC2CCCCC2)C1	-14	nt	-14	nt	32	4	-4	nt
CN(C)Cc1ccccc1-c1cccc2nccn12	-4	3	nt	3	11	1	6	1
COc1ccc(C2=CCN3CCCCC3C2)c(-c2ccc(OC)c(OC)c2)c1 (stereo unspecified)	-2	1	3	0	-18	-24	nt	-11
CC(C)(C)c1nc(NCCO)c2nnn(Cc3ccccc3)c2n1	-2	-7	nt	31	-7	7	-9	0
CCN(CC)S(=O)(=O)c1ccc(N2CCOCC2)c(NC(=O)CCOc2ccccc2)c1	nt	-2	16	1	5	7	-3	6
N=C1C(c2ccccc2)=C(O)CN1c1cccc2ccccc12	2	nt	-5	16	1	6	0	3
CN(CC(=O)Nc1ccccc1Cl)C(=O)COC(=O)c1cnccn1	4	-12	nt	-4	1	1	6	-8
COc1ccc(NC(=O)N(C)C[C@@H]2OCCCC[C@@H](C)Oc3ccc(NS(=O)(=O)c4ccc(Cl)cc4)cc3C(=O)N([C@@H](C)CO)C[C@@H]2C)cc1	-3	1	-10	0	2	4	12	3
CCC1CCCCN1C(=O)CSc1nc(N)cc(=O)[nH]1 (stereo unspecified)	-4	0	5	-5	-1	-5	-5	-8
O=C(O)CNC(=S)N(Cc1ccccc1F)C1CCCCC1	-4	nt	-1	-10	-2	5	12	-35
CC(C)C(NC(=O)c1c(F)cccc1F)C(=O)NCc1ccncc1 (stereo unspecified)	-3	1	-9	-15	-3	-5	11	9
Cc1ccc(Cl)cc1-c1cc(C(=O)N2CCN(c3ccncc3)CC2)[nH]n1	-1	4	-2	5	-16	0	4	-5
CC(C)NC(=O)Nc1ccc2c(c1)C(=O)N([C@H](C)CO)C[C@@H](C)[C@@H](CN(C)CC1CCCCC1)OCCCC[C@H](C)O2	-2	-7	-7	12	17	nt	8	1
CCOC(=O)C1(CCOc2ccccc2)CCN(Cc2ccc(C#CCCO)cc2)CC1	16	-5	0	21	0	0	2	-7
CCS(=O)(=O)n1c(Cc2cccs2)nc2ccccc21	4	0	-1	-10	-6	-17	-9	-1
CCC(NC(=O)C1C2C=CC(C2)C1C(=O)O)c1ccc(C)cc1 (stereo unspecified)	-3	-9	0	-16	-9	5	9	2
CSc1ccccc1C(=O)Nc1cccc([N+](=O)[O-])c1	3	nt	nt	-14	-5	-10	22	-4
COc1ccc([N+](=O)[O-])cc1NC(=O)C(C)OC(=O)Cc1ccc(OC)c(OC)c1 (stereo unspecified)	0	-7	-1	1	-1	-3	2	3
O=C(C[C@H]1C[C@@H]2c3cc(NS(=O)(=O)c4ccccc4)ccc3O[C@@H]2[C@@H](CO)O1)NCC1CC1	8	3	-2	0	-10	4	-4	-17
Oc1ccccc1CNc1ncc(Br)cc1Br	3	-2	nt	nt	-1	nt	-27	nt
COc1ccc(CCNC(=O)[C@H](CCSC)NC(=O)N2CCn3c2nc2ccccc23)cc1OC	-2	-4	0	3	-3	nt	5	-2
Cc1onc(-c2c(Cl)cccc2Cl)c1-c1nnc(-c2ccc(Cl)cc2)o1	2	-4	-2	17	-9	-15	28	5
CCOC(=O)CN1NC2(CCCCCC2)NC1=S	35*	9	-9	13	-6	-4	9	-5
Cc1ccc(S(=O)(=O)Nc2cccc3c2O[C@@H](CN(C)C(=O)NC2CCCCC2)[C@@H](C)CN([C@H](C)CO)C3=O)cc1	0	-1	1	-10	27	-4	-3	nt
C=CCSc1nnc(NC(=O)CN2C(=O)NC3(CCCC3)C2=O)s1	0	-6	nt	9	7	nt	-3	-1
CC(C)(C)c1ccc(C(=O)N/N=C/c2ccc(OCCCF)cc2)cc1	2	nt	nt	14	2	-12	18	-9
COc1ccccc1Nc1nc(NCC(C)C)nc(N)c1[N+](=O)[O-]	-2	nt	2	-19	0	-19	4	3
O=C(C[C@@H]1C[C@@H]2c3cc(NC(=O)Nc4ccccc4F)ccc3O[C@@H]2[C@@H](CO)O1)NCc1cc(F)ccc1F	-1	7	1	-4	-7	-5	-3	-5

Whole records from above:
Shown for `O=C(C[C@@H]1C[C@@H]2c3cc(NC(=O)Nc4ccccc4F)ccc3O[C@@H]2[C@@H](CO)O1)NCc1cc(F)ccc1F` = ERAP1 inh: -1; PglD DTNB: 7; PGC1a acetyl inh: 1; PAX8 reporter: -4; S100A4 inh HTS: -7; EWS-Fli block: -5; LGR2 inh: -3; FN deposit inh: -5
Shown for `CCOC(=O)CN1NC2(CCCCCC2)NC1=S` = ERAP1 inh: 35*; PglD DTNB: 9; PGC1a acetyl inh: -9; PAX8 reporter: 13; S100A4 inh HTS: -6; EWS-Fli block: -4; LGR2 inh: 9; FN deposit inh: -5

The list continues:
SMILES	ERAP1 inh	PglD DTNB	PGC1a acetyl inh	PAX8 reporter	S100A4 inh HTS	EWS-Fli block	LGR2 inh	FN deposit inh
Cc1cc(-c2n[nH]c(=S)n2/N=C/c2cc([N+](=O)[O-])ccc2Cl)n[nH]1	3	9	7	0	-8	2	0	3
CCSc1ccc2cc(OC)ccc2[n+]1CC	14	nt	-6	26	-3	11	5	nt
COc1cc(NC(=S)N2CCN(S(=O)(=O)c3ccc(C)cc3)CC2)cc(OC)c1	1	-7	0	nt	0	nt	0	-8
CC(C)(C)OC(=O)N1CCC(CNC(=O)Nc2ccccc2)CC1	nt	1	-7	-5	8	-5	nt	-1
CCC(Sc1nc(C)cc(C)n1)C(=O)Nc1cc(C)on1 (stereo unspecified)	-2	nt	4	8	-26	-3	4	1
COc1ccc(OC(=O)N(C)C[C@@H]2OCc3ccccc3-c3ccccc3C(=O)N([C@@H](C)CO)C[C@H]2C)cc1	-3	0	-10	14	10	5	8	-2
Cc1cc(CN(C)C(=O)c2cc(COc3ccc(F)cc3Cl)on2)n[nH]1	0	nt	nt	-56	-2	-64	-106	2
O=C1CN(c2ccccc2)C(=O)N1	1	-2	5	6	5	23	-20	-1
CN(C)c1ccc(-c2ccc3oc(-c4ccsc4)cc(=O)c3c2)cn1	1	8	nt	-162	-3	-152	-67	-3
CC(C)CNC(=O)C1Nc2ccccc2C2C=CCC12 (stereo unspecified)	-4	0	4	-12	1	-19	-15	-8
N#C[C@@H]1[C@@H](c2ccc(C3=CCCC3)cc2)[C@@H](CO)N1C(=O)C1CCCC1	2	1	-13	4	1	3	-2	-15
COc1ccccc1C(=O)NC(=O)COC(=O)C1CCC1	-4	5	-12	-7	-6	-8	-8	-3
NC(=O)c1ccccc1N=Cc1cccnc1	-2	nt	nt	7	1	3	2	1
Cc1nn(-c2ccccc2)c(Cl)c1/C=N/NC(=O)c1nn(C)cc1[N+](=O)[O-]	1	4	-10	10	6	-19	-14	20
